# Bioassay records (PubChem BioAssay)
# RORg inh: blocks mouse ROR gamma transcriptional activity | P51450 | Drosophila S2 Gal4-RORgamma UAS-luciferase reporter, 20 h | Potency, µM (doses to about 53.6 µM), inactives show at the top dose activity change, negative = inhibition, actives largely listed as inhibitors | hit rate 5.4% among 310,000 | AID 2551; note: potency is the fitted concentration of half-maximal effect; % is set by controls: 0 for no effect and ±100 for the full control effect; nearly all actives have a fitted effect of over 60% in size
# Target sequence (P51450 whole entry, looked up, the tested form may be a part): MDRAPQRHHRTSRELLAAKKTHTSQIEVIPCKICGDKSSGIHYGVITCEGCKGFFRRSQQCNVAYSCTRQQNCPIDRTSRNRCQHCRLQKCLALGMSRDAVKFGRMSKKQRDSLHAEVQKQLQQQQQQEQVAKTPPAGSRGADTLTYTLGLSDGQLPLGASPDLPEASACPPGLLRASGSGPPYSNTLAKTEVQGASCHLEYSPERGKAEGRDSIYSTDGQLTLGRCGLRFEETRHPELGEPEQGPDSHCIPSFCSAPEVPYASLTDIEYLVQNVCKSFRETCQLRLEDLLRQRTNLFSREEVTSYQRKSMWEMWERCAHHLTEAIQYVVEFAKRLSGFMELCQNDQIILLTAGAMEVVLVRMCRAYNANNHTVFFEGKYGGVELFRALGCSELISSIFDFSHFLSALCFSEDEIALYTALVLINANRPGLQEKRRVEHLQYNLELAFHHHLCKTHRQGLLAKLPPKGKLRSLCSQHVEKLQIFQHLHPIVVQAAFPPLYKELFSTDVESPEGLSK
#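 ROR gamma transcriptional activity was tracked as Gal4-UAS luciferase output in stably transfected Drosophila Schneider cells, with compound added 1 hr before 700 uM copper sulfate induction and a 20 hr ambient-temperature incubation.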
# Tb PFK block: inhibitors of T. brucei phosphofructokinase | O15648 | T. brucei PFK, ADP-Glo luminescence | Potency, µM (series often up to 57.5 µM), for the others: top-dose activity, negative = inhibition, most hits filed as inhibitors | hit rate 0.17% among 330,000 | AID 485367;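 note: potency is the fitted concentration of half-maximal effect; 0% = uninhibited 1x PFK enzyme wells and -100% = no-enzyme wells; nearly all actives have a fitted effect of over 60% in size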
# Target sequence (O15648 whole entry, looked up): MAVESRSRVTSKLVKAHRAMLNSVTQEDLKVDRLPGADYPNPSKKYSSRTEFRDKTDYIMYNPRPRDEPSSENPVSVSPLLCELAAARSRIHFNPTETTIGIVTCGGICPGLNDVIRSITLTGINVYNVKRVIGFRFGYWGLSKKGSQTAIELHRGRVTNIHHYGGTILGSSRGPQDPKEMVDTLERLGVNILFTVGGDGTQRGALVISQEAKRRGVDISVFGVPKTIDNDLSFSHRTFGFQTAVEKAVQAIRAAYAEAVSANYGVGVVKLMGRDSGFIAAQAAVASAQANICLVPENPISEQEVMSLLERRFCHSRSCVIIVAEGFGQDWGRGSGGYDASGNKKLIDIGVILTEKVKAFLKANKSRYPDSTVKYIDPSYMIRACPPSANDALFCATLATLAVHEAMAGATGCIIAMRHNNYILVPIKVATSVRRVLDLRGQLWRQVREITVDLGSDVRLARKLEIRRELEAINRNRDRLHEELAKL
#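 In TEA buffer at pH 8.0 with 5 mM MgCl2, enzyme (1.25 nM) converted F6P (0.5 mM) and ATP (0.1 mM) for 45 min at room temperature. ADP product was read by luciferase luminescence.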
# KCNH2 3.1 inh: blocks the human KCNH2 3.1 channel isoform. U2OS KCNH2 3.1, thallium flux FluxOr; active compounds read low. activity change, % (tested at about 1.8 µM). hit rate 0.95% among 340,000. AID 720553;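 active = maximum activity change below -70%; inconclusive = maximum activity change from -70% to -50%; inactive = maximum activity change above -50%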;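 note: thallium influx rate constant from kinetic fluorescence after stimulation buffer; % is set by controls: 0 for no effect and ±100 for the full control effect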
#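 Kinetic fluorescence (2 min after stimulation buffer) measures Tl+ influx through KCNH2 3.1 expressed by viral transduction in U2OS cells; the rate constant is normalized against DMSO controls serving as positive and negative references.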
# Giardia killer: kills Giardia lamblia | Giardia lamblia trophozoite viability | AID 540267 | activity change, % at 7.66 µM, hits read low | hit rate 0.15% among 340,000; in the data active = activity change below about -80%; inconclusive = between about -30% and that limit;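 note: parasites exposed to compound for two days anaerobically before the ATP read; % is set by controls: 0 for no effect and ±100 for the full control effect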
#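 Giardia trophozoites, 100 cells per well, were exposed to compounds for 48 hrs at 37 deg C under anaerobic conditions; viability was then read as ATP content by bioluminescence after 15-30 min at room temperature.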
# uPA generation: cell surface uPA generation inhibition. Potency, µM (series often up to 38.3 µM), for inactives: at the highest dose activity change, negative = inhibition, most hits filed as inhibitors. hit rate 0.31% among 330,000. AID 540303. cell surface uPA generation assay, qHTS; active = well fitted inhibition curve with a large enough effect; inconclusive = small, poorly fitted or top-dose-only effect; inactive = no such curve, though single readings can be large or run the other way; tested in mouse RAW 264.7 cells; note: potency is the fitted concentration of half-maximal effect; % is set by controls: 0 for no effect and ±100 for the full control effect; nearly all actives have a fitted effect of over 55% in size
# VP16 counter: counter-screen for ROR gamma inhibitors: Gal4-VP16 reporter; AID 2546; Drosophila S2 Gal4-VP16 UAS-luciferase, luminescence, 20 h; Potency, µM (doses to about 53.6 µM), without a hit: at the top dose activity, negative = inhibition, hits mostly inhibitors; hit rate 3.5% among 310,000;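 note: Gal4-VP16 expression switched on by copper sulfate through the metallothionein promoter; potency is the fitted concentration of half-maximal effect; % is set by controls: 0 for no effect and ±100 for the full control effect; nearly all actives have a fitted effect of over 50% in size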
# Rab9 prom act: activates the Rab9 promoter; Huh7 Rab9 promoter-luciferase reporter, luminescence, 24 h; Potency, µM (doses to about 9.22 µM), for the others: at the highest dose activation, negative = inhibition, most hits filed as activators; hit rate 2.8% among 320,000; AID 485297; note: potency is the fitted concentration of half-maximal effect; % of control where 0% means no effect; nearly all actives have a fitted effect of over 60% in size
#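 Luminescence from Amplite-detected luciferase (10 minutes, ambient) reports Rab9 promoter activation. Before that, stable Rab9-luciferase Huh7 cells (1500/well, reduced-serum OP-MEM I plus 10% FBS) were exposed to compound for 24 hours at 37C.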
# FLuc counter: firefly luciferase modulation, counter-screen for miR-21 project | P08659 | purified FLuc, Km substrates, luminescence inhibition | Potency, µM (highest dose often 57.5 µM), without a hit: top-dose activity change, negative = inhibition, actives largely listed as inhibitors | hit rate 6.9% among 360,000 | AID 588342;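 note: potency is the fitted concentration of half-maximal effect; plate controls were vehicle for no effect and reference inhibitor for full effect; nearly all actives have a fitted effect of over 55% in size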
#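 Purified P. pyralis luciferase (10nM final) with 10uM D-luciferin and 10uM ATP (Km levels) in 50mM Tris acetate pH 7.5, 10mM Mg acetate, 0.01% Tween-20, 0.05% BSA; qHTS 6-point titration, ~60 µM downward; luminescence read.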
# ELG1 genotox: inducers of genotoxicity in HEK293T ELG1-luciferase cells; Potency, µM (titrated, usually from 46 µM), for inactives: at the top dose activity change, positive = activation, actives largely listed as activators; hit rate 1.3% among 330,000; HEK293T ELG1-luciferase reporter, luminescence, 16 h; AID 504466; note: potency is the fitted concentration of half-maximal effect; % of control where 0% means no effect; nearly all actives have a fitted effect of over 60% in size
#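 HEK293T cells expressing luciferase-tagged ELG1 were exposed to compound or DMSO vehicle for 16 hr at 37 °C and 5% CO2. Luciferase activity was then measured with ONE-Glo after 30 min at room temperature.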
# NPC1 prom act: activates the NPC1 promoter. hit rate 2.4% among 320,000. AID 485313. Huh7 NPC1 promoter luciferase reporter, 24 h. Potency, µM (series often up to 9.22 µM), inactives show at the highest dose activation, hits mostly activators;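 note: potency is the fitted concentration of half-maximal effect; % of control where 0% means no effect; nearly all actives have a fitted effect of over 60% in size; reporter is driven by a mutant NPC1 promoter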
#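 Cells: Huh7 expressing luciferase under the NPC1 promoter, 1500/well. Seeded 2 h, compound added, incubated 24 h at 37 °C. Luciferase reagent, 10 min ambient, then luminescence.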
# Coupling enz: inhibits coupling enzyme system, counter-screen for aldolase hits. coupling enzyme system counterscreen, AmpLite Red fluorescence. activity change, negative = inhibition, % at 58.2 µM, hits read low. AID 2472. hit rate 0.67% among 290,000; in the data active = activity change below about -30%; note: % is set by controls: 0 for no effect and ±100 for the full control effect
#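 Final compound at 57.5 uM, incubated 10 min at RT with coupling enzyme reagent (glyceraldehyde-3-phosphate), then 20 min with substrate and AmpLite Red detection. Fluorescence read at 525/598 nm; tests interference with the coupling assay, not aldolase inhibition.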
# The depositor's hits bear a star; ? = inconclusive; . = no result given; & = joins results of further samples; [ ] = another dose, or the depositor's remark. Unless noted, calls come from the whole dose curve; as a rule, active = well fitted curve in the direction sought with a large enough effect; inconclusive = small, poorly fitted or top-dose-only effect, or another doubt; inactive = no such curve, though single readings can be large; an effect the other way counts as inactive or inconclusive. Rows were taken by chance. Share with any hit: about 14%.
smiles	RORg inh	Tb PFK block	KCNH2 3.1 inh	Giardia killer	uPA generation	VP16 counter	Rab9 prom act	FLuc counter	ELG1 genotox	NPC1 prom act	Coupling enz
CCOC(=O)CC(NS(=O)(=O)Cc1ccccc1)c1ccc(C)cc1 (stereo not given)	-3%[10 µM]	0%	-46	21	1%	4%	-11%	-3%	-3%	0%	0
COc1ccc(-c2cc(C(F)F)n3ncc(C(=O)n4ccnc4C)c3n2)cc1	32%	10%	16	-20	-8%	-1%	-3%	5%	?	-5%	2
Cc1ccc([N+](=O)[O-])cc1NC(=O)Nc1onc(C)c1C	0%	?	-12	1	3%	-10%	-1%	-2%	-9%	0%	0
CN1CCN(NC(=O)Nc2cc(Cl)cc(Cl)c2)CC1	?	-1%	-6	13	-14%	-5%	-4%	-1%	-3%	-1%	4
O=C(Cn1cc(Cl)ccc1=O)c1ccc(Cl)cc1	?	-1%	.	-12	-3%	?	0%	-2%	5%	-1%	3
CCOC(=O)C1=C(CC)OC(N)=C(C#N)C1c1cc(OC)ccc1OC (stereo not given)	1%	4%	4	7	-2%	12%	-1%	-2%	-3%	1%	3
CCCCC1(CC(=O)OC)C(=O)N(c2ccccc2)N(c2ccccc2)C1=O	8%	5%	-5	-3	16%	-1%	-3%	2%	-5%	0%	-2
CCc1ccc(C2=CC(c3cc(Br)ccc3F)n3ncnc3N2)cc1 (stereo not given)	?	0%	-14	5	.	14µM*	-13%	1%	0%	-27%	2
CN(C)S(=O)(=O)c1cccc(C(=O)OCC(=O)Nc2sccc2C#N)c1	17%	2%	9	22	-4%	-5%	-2%	?	-5%	2%	2
COc1ccc(C)cc1NC(=S)Nc1ccccc1SC	?	0%	-9	3	8%	-4%	-2%	-3%	-1%	0%	2
Cc1ccccc1OCC(=O)N(Cc1cccs1)C1CCS(=O)(=O)C1 (stereo not given)	?	0%	-7	-19	3%	-14%	-1%	1%	1%	-11%	5
Cc1cc(Cl)c(S(=O)(=O)N2CCN(c3ccccn3)CC2)cc1OCC(N)=O	18%	0%	-3	-3	-3%	5%	-5%	1%	-4%	-5%	4
NS(=O)(=O)c1cccc(NC(=O)CSc2ncnc3ccccc23)c1	6%	2%	-3	-19	?	-4%	-13%	-7%	-8%	2%	3
Cc1ccc(C(=O)NCC(=O)OCC(=O)NC2CCCC(C)C2C)s1 (stereo not given)	9%	2%	-14	-2	-1%	-4%	-5%	0%	-3%	2%	1
COC(=O)Cc1ccc(NC(=S)N2CCC(Cc3ccccc3)CC2)cc1	14µM*	0%	-8	8	-2%	?	8%	4.8µM*	-3%	1%	0
CCOC(=O)Cc1csc(NC(=O)CSC2=NCCS2)n1	30%	-5%	-2	6	10%	-12%	0%	8%	-3%	-2%	0
O=[N+]([O-])c1nn(-c2ccc3c(c2)OCCO3)n(O)c1=NCCCO	-24%	2%	6	?	-7%	15%	2µM*	-19%	4%	?	-1
CCCCCCN(C(=O)CCCCCN1C(=O)NC(c2ccc(-c3ccccc3)cc2)C(C(=O)OCc2ccccc2)=C1C)C(C(=O)NCCCC)c1ccc(-c2ccccc2)cc1 (stereo not given)	6%&-18%	-11%	.	.	.	8%&-7%	-6%	0%	3%	-8%	4&-2
CN(C)CCCNc1ccc(-c2n[nH]c(=O)c3ccccc23)cc1[N+](=O)[O-]	26%[1.91 µM]	0%	8	-11	24%	-15%	-2%	5%	-1%	0%	4
CCC1CCCCN1C(=O)CSc1nc2ccsc2c(=O)n1Cc1ccccc1 (stereo not given)	0%	0%	-9	-4	0%	11%	12%	-2%	-18%	0%	-1
COC(CNC(=O)C(=O)NCC1OCCN1C(=O)c1ccc(Cl)cc1)OC (stereo not given)	2%	-4%	4	9	8%	-2%	-11%	-2%	7%	0%	1
Cc1cnc(C(=O)OCC(=O)c2cc(C)n(C)c2C)cn1	0%	4%	17	-9	10%	5%	4%	-15%	2%	-2%	-2
COc1ccc(CCn2c(-c3ccco3)nc3ccccc3c2=O)cc1OC	18%	4%	2	-5	4%	10%	-5%	1%	-29%	-2%	0
O=C1CC2(CCN(C(=O)c3ccccc3Br)CC2)Oc2ccccc21	.	8%	1	-20	-2%	.	-7%	1%	-5%	-9%	.
CCOC(=O)CSc1nnc(-c2ccc(OC)cc2OC)o1	8.9µM*	-8%	2	-9	9%	?	2%	9.5µM*	3%	0%	-1
Cc1cc(C)cc(OCC(=O)Nc2nc3ccc([N+](=O)[O-])cc3s2)c1	-8%	0%	18	26	3%	0%	0%	3%	0%	-1%	1
Brc1cnc(N2CCCC2)nc1N1CCOCC1	7%	-1%	9	12	-1%	2%	0%	1%	0%	-2%	-1
Clc1cccc(N/N=C(\Cc2nc3ccccc3[nH]2)c2ccccc2)c1	18µM*	0%	-16	-9	4%	-89%	14%	?	1%	3%	-3
COc1ccc(C(=O)N/C(=C\c2ccc(OC)c(OC)c2)C(=O)N2CCCCC2)cc1	11%	2%	-7	15	?	-3%	-2%	0%	0%	-7%	-1
O=C(CCNS(=O)(=O)c1ccc(Br)s1)NCc1ccc2c(c1)OCO2	-29%	-2%	5	19	-2%	-10%	1%	2%	2%	-13%	0
O=C(NCc1ccccc1)c1ccc2c(=O)n(CC3CCCO3)c(=S)[nH]c2c1 (stereo not given)	-26%	2%	1	10	1%	-1%	-2%	3%	0%	1%	4
CCSc1nnc2ccc(-c3ccc(OC)c(OC)c3)nn12	-14%	2%	4	-18	1%	-11%	-1%	?	?	0%	3
COc1ccc(/C=N/N2CCN(C)CC2)cc1O	-21%	-6%	-8	-12	-1%	-1%	-3%	0%	-5%	1%	-17
CCCCC1CCC(c2nc(-c3cccnc3)no2)CC1 (stereo not given)	-15%[10 µM]	1%	-11	-9	9%	-15%	0%	?	3%	12%	0
CCCn1c(O)c(N=NC(=O)c2ccco2)c2ccccc21	?	0%	4	7	2%	?	-1%	-11%	-8%	12%	-2
Cc1ccc(O)c(NC(=O)c2cccc(S(=O)(=O)N3CCCCC3)c2)c1	?	-7%	-7	-6	4%	?	-2%	-9%	-1%	0%	1
Cc1cccc(CCNC(=O)C2CCN(S(=O)(=O)c3cccc4nsnc34)CC2)c1	13%	0%	-2	6	2%	-3%	5%	2%	-6%	-1%	1
O=[N+]([O-])c1cccc(/C=N/NC2=NCCCCC2)c1	5%	3%	-12	5	7%	-2%	17%	?	12%	17%	4
O=C(N/N=C/C=C/c1ccco1)c1ccccc1Cl	?	-2%	-8	2	-7%	-30%	13%	-3%	-10%	12%	-5
CC(OC(=O)Cn1cnc2ccccc2c1=O)C(=O)N(C)c1ccccc1 (stereo not given)	.	4%	20	11	1%	.	-4%	1%	1%	-2%	.
CC(C)N1CC(C(=O)Nc2cc(Cl)cc(Cl)c2)CC1=O (stereo not given)	-13%	0%	6	6	7.1µM*	-5%	-7%	-6%	0%	2%	-4
O=C(c1cc(-c2cccs2)nc2ccccc12)N1CCN(S(=O)(=O)c2cccc(F)c2)CC1	-2%	-2%	-14	-4	2%	-25%	0%	?	-22%	-2%	2
COc1ccc(NC(=O)COC(=O)COc2cccc3c2OC(C)(C)C3)cc1	.	0%	-9	-7	1%	.	-3%	4%	-3%	1%	.
Cc1ccc2c(c1)COc1c3ccc(C(=O)NCCO)cc3nn1-2	?	1%	2	-12	?	?	1µM*	4.8µM*	15µM*	1.1µM*	-4
COc1ccc(N(CC(=O)Nc2cccnc2)S(C)(=O)=O)cc1	-21%	-2%	-2	-1	-1%	2%	-3%	5%	-1%	-7%	0
CCC(=O)NC(=S)NNC(=O)c1ccc(O)cc1	-1%	0%	11	-4	8%	-14%	-8%	-6%	-1%	-6%	2
Cc1cccc(N2CCC(NCc3c(C(=O)N4CCCCC4)nc4c(C)cccn34)CC2)c1	30%	1%	-71*	10	-4%	5%	0%	1%	-15%	0%	0
Cn1c2ccsc2c2ncn(Cc3ccc(F)cc3)c(=O)c21	.	-1%&0%	.	-23	-5%	.	2%	2%	-1%	-4%	.
Cc1ccc(NC(=O)COC(=O)C2CC3CCCC(C2)C3=O)c([N+](=O)[O-])c1 (stereo not given)	.	-2%	-14	-15	-24%	.	-3%	-13%	-1%	-2%	.
